Compound activity: PubChem BioAssay, National Center for Advancing Translational Sciences (NCATS)
TrxR1 inh – qHTS Assay for Inhibitors of Mammalian Selenoprotein Thioredoxin Reductase 1 (TrxR1): qHTS | Potency, µM (highest dose often 114 µM), for the others: at the highest dose activity change, negative = inhibition, actives largely listed as inhibitors | hit rate 1% among 390,000 | Thioredoxin reductase 1, cytoplasmic (Rattus norvegicus), O89049 | recombinant rTrxR1, NADPH fluorescence consumption, selenite substrate | AID 588453, 2011; also: potency is read from the fitted curve at half-maximal effect; % is scaled to controls: 0 for no effect and ±100 for the full control effect; nearly all actives have a fitted effect of over 65% in size
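Rat TrxR1 (90 nM in the dispensed reagent) was pre-reduced with 400 uM NADPH for 5 min at room temperature, then incubated with compound for 15 min. After 400 uM selenite was added, NADPH fluorescence (Ex 340/Em 450 nm) was followed for 8 min.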
USP1-UAF1 inh – Inhibitors of USP1/UAF1: Primary Screen | recombinant USP1/UAF1, Ub-Rhodamine cleavage fluorescence | Potency, µM (series often up to 57.1 µM), for inactives: top-dose activity change, negative = inhibition, actives largely listed as inhibitors | hit rate 0.23% among 390,000 | AID 743255, 2014; also: potency is read from the fitted curve at half-maximal effect; % is scaled to controls: 0 for no effect and ±100 for the full control effect; nearly all actives have a fitted effect of over 60% in size; inactives centre near -12
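USP1/UAF1 complex (1 nM) preincubated 15 min at room temperature with compound, then Ub-Rho substrate (150 nM final) added. Kinetic fluorescence at 480/540 nm over 6 reads at 60 s intervals; 50 mM HEPES pH 7.8, 0.5 mM EDTA, 0.1 mg/ml BSA, 1 mM TCEP, 0.01% Tween-20.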
Tb PGK inh – qHTS Assay to Find Inhibitors of Phosphoglycerate Kinase. Phosphoglycerate kinase, glycosomal (Trypanosoma brucei brucei), P07378. PGK/GAPDH coupled, Kinase-Glo luminescence, 60 min. Potency, µM (top dose mostly 57.5 µM), for inactives: at the top dose activity change, negative = inhibition, hits mostly inhibitors. hit rate 0.043% among 380,000; also: potency is read from the fitted curve at half-maximal effect; % is scaled to controls: 0 for no effect and ±100 for the full control effect; nearly all actives have a fitted effect of over 60% in size
Target sequence (P07378 whole entry, looked up): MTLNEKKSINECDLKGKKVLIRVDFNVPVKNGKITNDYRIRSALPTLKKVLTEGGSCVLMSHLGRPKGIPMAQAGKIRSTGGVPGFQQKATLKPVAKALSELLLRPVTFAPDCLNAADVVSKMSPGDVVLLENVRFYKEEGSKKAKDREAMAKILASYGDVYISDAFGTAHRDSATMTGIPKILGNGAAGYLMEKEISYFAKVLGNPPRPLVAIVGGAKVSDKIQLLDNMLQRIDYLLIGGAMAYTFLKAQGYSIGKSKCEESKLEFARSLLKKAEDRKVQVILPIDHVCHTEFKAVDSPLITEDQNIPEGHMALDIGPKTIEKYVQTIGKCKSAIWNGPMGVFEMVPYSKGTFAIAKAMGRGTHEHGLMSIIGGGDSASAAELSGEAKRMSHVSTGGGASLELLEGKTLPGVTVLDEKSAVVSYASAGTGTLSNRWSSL
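Recombinant glycosomal PGK reaction used 1,3-bisphosphoglycerate generated in-well by GAPDH (100nM final) in 100mM TEA pH 7.6, 5mM MgCl2, 0.01% Tween-20. After 60 minutes at room temperature, ATP was read by Kinase-Glo Plus luminescence end-point.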
PI4K2A block – qHTS for small molecular inhibitors of PI4K2A. hit rate 0.13% among 420,000. Phosphatidylinositol 4-kinase type 2-alpha (Homo sapiens), Q9BTU6. purified PI4K2A, ADP-Glo luminescence, 1 h; stronger effect = lower value. AID 1346378, 2018. activity change, negative = inhibition, % at 76.9 µM; in the data active = activity change below about -50%; inconclusive = mostly about -30% to -49%;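 also: -100% = wells without enzyme as full effect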
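ADP-Glo luminescence measured ADP generated by PI4K2A enzyme (4 ug/mL before mixing) with 1.2 mM PI substrate (pre-mix) and 300 microM ATP (pre-mix). Tris pH7.5 buffer with MgCl2, Triton X-100; 1 h reaction at ambient temperature.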
TrxR1 substrate – qHTS Assay for Substrates of Mammalian Selenoprotein Thioredoxin Reductase 1 (TrxR1): qHTS; Thioredoxin reductase 1, cytoplasmic (Rattus norvegicus), O89049; purified TrxR1 substrate turnover, NADPH consumption readout; Potency, µM (doses to about 114 µM), without a hit: top-dose activity change, negative = substrate turnover; hit rate 0.01% among 390,000; also: potency is read from the fitted curve at half-maximal effect; % is scaled to controls: 0 for no effect and ±100 for the full control effect; nearly all actives have a fitted effect of over 50% in size
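Rat TrxR1, dispensed at 90 nM, was prereduced with 400 uM NADPH (final) for 5 min at ~22 deg C, then incubated with compound 15 min before 400 uM selenite. A first-read NADPH fluorescence drop versus no-compound background flagged substrates.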
Pin1 inh – qHTS Assay to Find Inhibitors of Pin1. Peptidyl-prolyl cis-trans isomerase NIMA-interacting 1 (Homo sapiens), Q13526. Pin1 FP peptide displacement, HiFluor488, 10 min. Potency, µM (top dose mostly 115 µM), inactives show top-dose activity, negative = inhibition, usual class: inhibitors. hit rate 0.009% among 390,000; active = well fitted inhibition curve with a large enough effect in the polarisation, with a control signal flat, not every such curve was filed as active; inconclusive = small, poorly fitted or top-dose-only effect, or effect the other way, or a change in a side signal; inactive = no such curve, though single readings can be large or run the other way; the % refers to the polarisation; also: potency is read from the fitted curve at half-maximal effect; % is scaled to controls: 0 for no effect and ±100 for the full control effect
GLS inh – qHTS for Inhibitors of Glutaminase (GLS); hit rate 0.21% among 410,000; AID 624170, 2012; Glutaminase kidney isoform, mitochondrial (Homo sapiens), O94925; Potency, µM (highest dose often 45.5 µM), inactives show at the highest dose activity change, negative = inhibition, hits mostly inhibitors; GLS enzymatic activity, qHTS titration; also: potency is read from the fitted curve at half-maximal effect; % is scaled to controls: 0 for no effect and ±100 for the full control effect
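hKGA in 45 mM KH2PO4 (pH 8.2), 0.02% Tween-20 with compound, then 1mM L-Glutamine (stock as added) plus glutamate oxidase/HRP/Amplex red coupling mix. Fluorescence read initially and after 30 min at RT; signal change reflects glutamate formation.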
HP1b binding inh – HTS for Inhibitors of HP1-beta Chromodomain Interactions with Methylated Histone Tails; AID 540317, 2011; Chromobox protein homolog 1 (Homo sapiens), P83916; hit rate 0.56% among 390,000; AlphaScreen HP1-beta / biotin-H3K9me3 peptide binding; Potency, µM (series often up to 114 µM), for inactives: top-dose activity change, negative = inhibition, actives largely listed as inhibitors; also: potency is read from the fitted curve at half-maximal effect; nearly all actives have a fitted effect of over 70% in size; inactives centre near 23
Target sequence (P83916 whole entry, looked up): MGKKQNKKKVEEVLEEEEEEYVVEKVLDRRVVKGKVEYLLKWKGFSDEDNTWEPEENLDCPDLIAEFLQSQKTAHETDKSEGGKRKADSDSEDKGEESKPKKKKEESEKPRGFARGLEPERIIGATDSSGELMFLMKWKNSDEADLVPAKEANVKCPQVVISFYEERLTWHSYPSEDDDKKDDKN
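AlphaScreen: HP1-beta (50 nM) preformed 30 min with biotin-H3(1-18)K9me3 peptide (50 nM) in PBS pH 7.4, 0.01% Tween-20. Compound added for 30 min at RT, then streptavidin donor/nickel chelate acceptor beads (10 ug/mL) for 30 min.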
IDH1 R132H inh – qHTS for Inhibitors of mutant isocitrate dehydrogenase 1 (IDH1): qHTS; Isocitrate dehydrogenase [NADP] cytoplasmic (Homo sapiens), O75874; IDH1-R132H enzyme, NADPH consumption, diaphorase/resazurin fluorescence; Potency, µM (doses to about 76.6 µM), for inactives: at the highest dose activity change, negative = inhibition, actives largely listed as inhibitors; hit rate 0.093% among 390,000; also: potency is read from the fitted curve at half-maximal effect; % is scaled to controls: 0 for no effect and ±100 for the full control effect; nearly all actives have a fitted effect of over 65% in size
Target sequence (O75874 whole entry R132H, stated change not applied): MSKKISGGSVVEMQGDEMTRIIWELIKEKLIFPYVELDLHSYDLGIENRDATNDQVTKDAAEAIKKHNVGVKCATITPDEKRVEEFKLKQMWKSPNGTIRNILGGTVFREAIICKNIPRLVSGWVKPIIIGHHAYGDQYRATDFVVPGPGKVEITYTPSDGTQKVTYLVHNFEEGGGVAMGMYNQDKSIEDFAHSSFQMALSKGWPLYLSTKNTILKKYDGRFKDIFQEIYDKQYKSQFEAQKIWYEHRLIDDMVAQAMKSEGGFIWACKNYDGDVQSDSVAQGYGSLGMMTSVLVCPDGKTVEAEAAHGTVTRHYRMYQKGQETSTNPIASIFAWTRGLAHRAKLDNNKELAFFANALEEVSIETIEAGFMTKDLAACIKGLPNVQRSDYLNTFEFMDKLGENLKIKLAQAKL
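IDH1-R132H (0.5 ug/mL dispensed) in pH 7.5 Tris buffer was preincubated 30 min with compound, then given a substrate mix of 0.016 mM NADPH and 2 mM alpha-KG for 80 min at room temperature; remaining NADPH was read by diaphorase/resazurin fluorescence.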
* = called active by the depositor; i = inactive; ? = inconclusive; & = joins results of further samples; [ ] = remark or other dose. Unless noted, calls follow the shape of the dose curve; as a rule, active = well fitted curve in the direction sought with a large enough effect; inconclusive = small, poorly fitted or top-dose-only effect, or another doubt; inactive = no such curve, though single readings can be large; an effect the other way counts as inactive or inconclusive. Not all compounds are listed. The share of hits here may be higher or lower than overall.

SMILES	TrxR1 inh	USP1-UAF1 inh	Tb PGK inh	PI4K2A block	TrxR1 substrate	Pin1 inh	GLS inh	HP1b binding inh	IDH1 R132H inh
CC(=O)c1c(C)[nH]c(C(=O)OCC(=O)N(CC(C)C)C2CCS(=O)(=O)C2)c1C (centres undefined)	-19%	-11%	-9%	18	-18%	1%	0%	31%	7%
O=C(O)CSc1ccc2ccccc2n1	-10%[57.1 µM]	-5%	-4%	-12	12%	4%	-6%	56%[activator]	1%
COC(=O)CSc1nnc(C)c(=O)[nH]1	11%	0%	-3%	-3	3%	-3%	2%	24%	16%
CN(C)CCNC(=O)c1c(CSc2ccc(Cl)cc2)noc1C(=O)NCc1ccccc1	9%	-21%	-1%	1	-2%	0%	-1%	22%	-11%
C=CC[C@H](CC(=O)NCCO)C(=O)N[C@@H](C)COC(=O)[C@@H](CC=C)CC(=O)OC(C)(C)C	18%[57.1 µM]	-25%	-11%	6	0%[57.1 µM]	-1%	-13%	34%	2%
Cc1cc(C)c[n+](C[n+]2cc(C)cc(C)c2)c1	4%[57.1 µM]	-23%	2%	3	0%[57.1 µM]	-3%	5%	3%	-3%
O=C(C1CCN(S(=O)(=O)c2cccs2)CC1)N1CCCCCC1	8%	-9%	-3%	2	-2%	1%	-3%	43%	10%
COc1ccc(OCC(=O)N2CCN(c3cccc(Cl)c3)CC2)cc1	25%[11.4 µM]	-20%	i	3	9%[11.4 µM]	-4%	0%	12%	2%
COc1cc2c(=O)c(C(=O)c3ccc(C)c(C)c3)cn(Cc3ccccc3F)c2cc1OC	-10%	0%	-6%	-2	1%	?	-2%	41%[activator]	?
CCc1ccccc1-n1c(SCC(=O)NC)nnc1-c1cccnc1	-9%[57.1 µM]	-5%	-1%	5	7%[57.1 µM]	-2%	-1%	32%	1%
Cc1ccc(S(=O)(=O)Nc2nsc(N)n2)cc1	1%	-4%	-1%	0	-4%	-11%	-6%	5%	4%
Cc1nc2ccccn2c1C(=O)NN=C1C2CC3CC(C2)CC1C3	-1%	-10%	i	-2	-6%	-6%	12%	24%	6%
O=[N+]([O-])c1ccc(CNc2ccc(Cl)cc2)s1	5%[57.1 µM]	-17%	-5%	-2	3%[57.1 µM]	-9%	6%	?	5%
Clc1ccc(C(c2nnnn2CCc2ccccc2)N2CCSCC2)cc1 (centres undefined)	16%[57.1 µM]	-17%	i	-5	4%[57.1 µM]	16%	-10%	9%	9%
CC(=O)c1ccc(S(=O)(=O)N2CCC(C(=O)Nc3ncc(C)s3)CC2)cc1	-8%	-10%	i	-5	-9%	-1%	0%	21%	2%
Nc1c(C(=O)N2CCOCC2)sc(=S)n1-c1ccccc1	-31%[57.1 µM]	-19%	-4%	2	-4%	11%	-3%	-43%	1%
COC(=O)c1n[nH]n(-c2cc(Cl)cc(Cl)c2)c1=O	2%[57.1 µM]	-17%	-10%	-3	-1%	-1%	-6%	23%	-1%
O=C(CSc1ccc(-c2cccnc2)nn1)N1CCCCC1	10%	-16%	1%	-3	-4%	-3%	13%	28%	-12%
CCOC(=O)C(C(=O)OCC)C(c1ccccc1)N1CCN(c2ccccc2)CC1 (centres undefined)	?	-8%	-7%	-4	-6%	0%	20%	50%[activator]	5%
CN(C)c1ccc(/C=C2\CCCCC2=O)cc1	-16%&-18%	-9%	-4%	-5	-5%&-1%	28%	21%	-9%	14%
O=C(CNc1cc(S(=O)(=O)N2CCOCC2)ccc1N1CCCC1)NCc1ccco1	9%[57.1 µM]	-20%	-12%	0	4%[57.1 µM]	6%	12%	40%[activator]	-6%
O=C(CSc1nnc2sc3ccccc3n12)NCc1ccco1	19%	-9%	2%	1	9%	-1%	2%	12%	6%
C=CCn1c(COc2ccccc2-c2ccccc2)nnc1SCC(=O)NC(=O)NCc1ccco1	-2%	-13%	-9%	-2	0%	12%	0%	15%	4%
CN(CCc1ccccc1)C(=O)c1ccc(NC(=O)Cc2ccc(NC(=O)C3CCCN(C(=O)CCc4ccccc4)C3)cc2)cc1 (centres undefined)	26%	?	-2%	2	2%	?	-4%	57%[activator]	-5%
CCCCC(=O)Nc1ccccc1N1CCN(c2ccccc2)CC1	-2%	-26%	1%	-2	-9%	-7%	0%	22%	0%
Oc1ccccc1-c1cc(-c2ccccc2)no1	26%[57.1 µM]	-19%	-1%	-9	13%[57.1 µM]	-9%	10%	49%[activator]	2%
O=C(c1ccc(Cl)cc1)N1CCCCC(Cl)C1=O (centres undefined)	10%[57.1 µM]	-6%	9%	4	-6%[57.1 µM]	6%	-2%	24%	-5%
CC1SCC(=NOCc2c(Cl)cccc2Cl)CS1 (centres undefined)	22%	-24%	-1%	2	7%	-3%	-15%	25%	0%
Cc1ccc(CN2C3=NCCN3c3ccccc32)cc1	21%[57.1 µM]	-18%	0%	1	12%[57.1 µM]	0%	20%	26%	3%
O=C(NCc1ccc2c(c1)OCO2)c1cc(-c2cc(Cl)ccc2O)n[nH]1	12%	-19%	-9%	0	1%	11%	-9%	29%	3%
CCOc1ccccc1NC(=O)c1ccccc1-c1nc(-c2ccccc2OC)no1	29%	-19%	1%	-6	8%	16%	-3%	25%	0%
Fc1ccc(NC(=S)NNc2ncc(C(F)(F)F)cc2Cl)c(F)c1	22%[11.4 µM]	?	i	-3	-21%[11.4 µM]	1%	-14%	38%	4%
COc1ccc(C(=O)C(CO)Oc2ccccc2OC)cc1OC (centres undefined)	17%[57.1 µM]	-2%	i	-3	6%[57.1 µM]	0%	-3%	36%	3%
COc1ccc(-c2nc3ccccc3n2Cc2ccccc2)cc1	16%	-30%&-17%	0%	3&10	19%&15%	17%&-3%	-2%&10%	39%&29%	0%&1%
Fc1ccc(-c2noc3ncnc(NCCc4ccccc4)c23)cc1	15%	11%	3%	-2	2%	-1%	-2%	35%	-2%
O=C(CC(c1ccccc1)c1cc(Cl)ccc1O)N1CCCC1 (centres undefined)	15%	-10%	i	7	11%	3%	10%	4%	11%
CC(C)(C)OC(=O)[C@H](Cc1ccccc1)NC(=O)c1nc[nH]c1C(=O)N[C@@H](CCCCN)C(=O)OC(C)(C)C	13%	-19%	2%	-1	4%	-3%	-5%	40%[activator]	1%
COc1cccc(C2CC(c3ccc(C)cc3)Nc3nc(N)nn32)c1 (centres undefined)	4%[57.1 µM]	-19%	i	4	-6%[57.1 µM]	-8%	13%	42%[activator]	12%
COc1cc(NC(=O)CSc2nc3c(c(=O)[nH]2)CCCC3)cc(OC)c1OC	9%[57.1 µM]	-23%	-2%	2	-22%[57.1 µM]	-1%	-4%	17%	4%
Cn1c(Cc2c[nH]c3ccccc23)n[nH]c1=S	-6%[57.1 µM]	-9%	-10%	5	2%[57.1 µM]	-4%	0%	-12%	7%
COc1ccc(S(=O)(=O)NC(CC(=O)NCCc2ccc(OC)c(OC)c2)c2ccco2)cc1 (centres undefined)	28%[57.1 µM]	0%	i	1	-12%	6%	-1%	3%	0%
C[C@@]12C(=O)Nc3ccc(Br)cc3C(=O)N1[C@H]1c3cc(Br)ccc3OC[C@@H]1[C@@H]2c1ccccc1	21%	4%	-9%	-3	1%	16%	2%	11%	3%
Cc1nc(NC(=O)c2ccccc2)nc2cc3c(cc12)OCO3	-7%	-17%	8%	-2	-8%	-3%	1%	20%	-3%
COc1ccc(C(=O)/C=C(\N)C(F)(F)F)c(O)c1	-10%	-7%	i	4	-7%	-1%	14%	46%[activator]	6%
CCCCn1c(SCC(=O)N2CCOCC2)nc2c1c(=O)n(C)c(=O)n2C	15%	-19%	0%	2	-1%	-7%	5%	-9%	-5%
Cn1/c(=N\NC(=O)C2CCCCC2)sc2ccccc21	-2%[57.1 µM]	4%	4%	-7	5%[57.1 µM]	3%	0%	15%	13%
O=C(N[C@@H](Cc1ccccc1)C(=O)N1CCC2(CC1)NCCc1[nH]cnc12)c1cccc(Br)c1	1%	-14%	-1%	2	-1%	-4%	8%	0%	0%
N#CCCN1CCN(C(=O)c2c(N)no[n+]2[O-])CC1	24%[57.1 µM]	-16%	-3%	-2	-5%[57.1 µM]	-2%	-8%	40%[activator]	0%
O=C(CCN1C(=O)C2C3C=CC(C3)C2C1=O)Nc1c(F)cccc1F (centres undefined)	12%[57.1 µM]	6%	-5%	-3	12%[57.1 µM]	-5%	-1%	22%	-4%
